A3A deaminase: blocks human APOBEC3A ssDNA deamination. inhibition, % at 20 µM. recombinant A3A, FAM/TAMRA ssDNA deamination fluorescence. P31941. hit rate 0.41% among 330,000;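 active means at least 40% inhibition at 20 µM here, with at most 30% in a related deaminase screen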;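 further: plate controls were A3A with DMSO for no effect and wells lacking A3A enzyme for full effect; some results filed as inactive read as strong as hits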
Target sequence (P31941 whole entry, looked up): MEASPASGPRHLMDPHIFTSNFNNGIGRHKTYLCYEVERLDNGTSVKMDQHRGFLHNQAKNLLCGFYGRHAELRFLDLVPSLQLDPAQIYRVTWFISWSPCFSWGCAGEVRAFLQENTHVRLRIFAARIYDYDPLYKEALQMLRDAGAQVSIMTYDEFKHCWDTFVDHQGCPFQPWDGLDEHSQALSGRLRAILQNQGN
APOBEC3G inh: inhibitors of human APOBEC3G DNA deaminase. Q9HC16. recombinant A3G, ssDNA deamination FAM/TAMRA fluorescence. inhibition, % at 20 µM. hit rate 0.28% among 330,000. AID 493012;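 active means inhibition of at least 40% at 20 µM, with no more than 30% in the related APOBEC3A deaminase screen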;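 further: plate controls were DMSO wells with A3G for no effect and wells lacking A3G enzyme for full effect; some compounds called inactive have numbers as strong as hits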
Target sequence (Q9HC16 whole entry, looked up): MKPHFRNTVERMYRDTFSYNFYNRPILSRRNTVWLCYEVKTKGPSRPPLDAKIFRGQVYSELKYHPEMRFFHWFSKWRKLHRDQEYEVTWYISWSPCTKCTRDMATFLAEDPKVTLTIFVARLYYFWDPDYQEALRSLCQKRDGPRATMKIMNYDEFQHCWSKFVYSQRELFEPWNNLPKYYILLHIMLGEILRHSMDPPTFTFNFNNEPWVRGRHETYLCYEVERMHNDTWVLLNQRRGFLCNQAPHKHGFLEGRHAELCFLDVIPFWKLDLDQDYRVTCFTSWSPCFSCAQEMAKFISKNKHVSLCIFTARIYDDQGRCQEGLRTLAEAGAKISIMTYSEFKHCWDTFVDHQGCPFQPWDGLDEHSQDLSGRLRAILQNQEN
hIAP block: human IAP inhibition | AID 2544 | hit rate 0.12% among 330,000 | purified IAP, CDP-Star luminescence, 30 min | inhibition, % at 10 µM | P09923;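 active means inhibition reaching a set limit with compound at 10 µM in the primary screen, cut at about 35% in these data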;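 further: plate controls were DMSO wells with enzyme for no effect and no-enzyme buffer wells for full effect; values of inactives mirror those of a sister screen read the other way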
Target sequence (P09923 whole entry, looked up): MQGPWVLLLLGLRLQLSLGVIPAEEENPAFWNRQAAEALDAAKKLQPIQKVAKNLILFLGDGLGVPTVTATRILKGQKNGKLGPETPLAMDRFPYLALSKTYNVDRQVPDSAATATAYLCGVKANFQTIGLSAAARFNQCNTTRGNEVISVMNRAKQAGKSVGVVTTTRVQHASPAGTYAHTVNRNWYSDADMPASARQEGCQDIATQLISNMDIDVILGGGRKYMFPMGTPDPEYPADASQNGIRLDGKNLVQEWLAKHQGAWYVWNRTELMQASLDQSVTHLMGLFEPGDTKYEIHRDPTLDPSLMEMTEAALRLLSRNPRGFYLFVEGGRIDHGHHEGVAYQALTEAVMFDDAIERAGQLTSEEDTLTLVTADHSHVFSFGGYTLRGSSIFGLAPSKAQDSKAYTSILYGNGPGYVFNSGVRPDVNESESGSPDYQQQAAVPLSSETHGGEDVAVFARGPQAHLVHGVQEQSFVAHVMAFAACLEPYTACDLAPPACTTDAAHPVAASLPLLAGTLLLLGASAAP
MIN6 prolif: MIN6 beta-cell proliferation induction | hit rate 0.29% among 330,000 | AID 2380 | MIN6 cells proliferation, ATPlite luminescence, 48 h; cells starved in 0.2% serum; 100% = growth in 10% serum | proliferation, % at 10 µM;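 active means compounds whose signal lies at least 3.5 SD above the mean of all wells on their plate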;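 further: 0% = DMSO-treated cells in low-serum medium and 100% = 10% serum control; some compounds called inactive have numbers as strong as hits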
mIAP activ: mouse IAP activation | activation factor at 10 µM | muIAP, CDP-Star luminescence, 30 min; active compounds read high; 1 = vehicle-only enzyme signal, 0 = enzyme-free wells | hit rate 0.24% among 330,000;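 active means activation factor of at least 2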; further: the source names both 10 and 20 µM as test concentration; values of inactives mirror those of a sister screen read the other way
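also added = chemiluminescent substrate CDP-Star | test system = mouse IAP enzyme | signal = chemiluminescence readout | compound = DMSO-dissolved test compounds | incubation = 30 min at room temperature | benchmarks = DMSO wells, no-enzyme wells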
mIAP block: mouse IAP inhibition; purified mouse IAP, CDP-Star luminescence, 30 min; inhibition, % at 10 µM; hit rate 0.2% among 330,000;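 active means inhibition of at least 40% at 10 µM in the primary screen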;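 further: plate controls were DMSO with enzyme for no effect and no enzyme wells for full effect; values of inactives mirror those of a sister screen read the other way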
ATG4B inh: ATG4B (human) cysteine protease inhibition; Q9Y4P1; ATG4B cleavage of LC3-PLA2, NBD-HPC fluorescence, 1 h; inhibition, % at 8.33 µM; hit rate 0.51% among 340,000; AID 504462; in the data active means inhibition above about 40%
hIAP act: human IAP activation; activation factor at 10 µM; AID 2524; P09923; hit rate 0.16% among 330,000; purified human IAP, CDP-Star luminescence, 30 min; active compounds read high; 1 = vehicle-only enzyme, 0 = enzyme-free background;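 active means activation factor of the enzyme at least 2-fold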; further: the source names both 10 and 20 µM as test concentration; values of inactives mirror those of a sister screen read the other way
MPTP inh: inhibitors of mitochondrial permeability transition pore. isolated mouse mitochondria, Ca2+ swelling absorbance, 30 min. inhibition, % at 10 µM. hit rate 1.4% among 360,000. AID 602449;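 active means inhibition of 50% or more, scaled per plate between neutral and stimulator controls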;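 further: 0% = DMSO wells given calcium and 100% = 1 mM EGTA wells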
An asterisk follows results filed as active; nt = no result given. An unsorted share of the library, and some 3.3% of all compounds hit somewhere here.

SMILES	A3A deaminase	APOBEC3G inh	hIAP block	MIN6 prolif	mIAP activ	mIAP block	ATG4B inh	hIAP act	MPTP inh
Cc1ccc(C)c(N(C(=O)c2csnn2)C(C(=O)NC2CCCC2)c2cccnc2)c1 (stereo not given)	1	-7	16	0	0.93	7	4	0.84	0.2
CN=c1scc(-c2ccc(Br)cc2)n1C	-2	-5	-1	-2	0.95	5	-5	1	-3.1
COc1ccc(N(C(=O)c2ccco2)C(C(=O)NC2CCCC2)c2ccc(N(C)C)cc2)cc1OC (stereo not given)	-7	-2	-11	-2	0.98	2	-13	1.1	-1.6
CSc1ccc(CNc2ccc(C)c(C)c2)cc1	3	2	0	-2	0.89	11	-1	1	3.1
CC(C)c1cc(=O)n2c(nc3ccccc32)[nH]1	-7	-2	8	-1	1	-3	3	0.92	0.7
Cc1ccc(C(=O)Nc2ccn(C)n2)cc1	-2	2	6	-1	1	0	-3	0.94	1.3
NC(=O)C1c2ccccc2CSc2ccccc21 (stereo not given)	-6	-8	-3	-2	0.99	1	-5	1	-3.3
CCC(C)[C@H](N)c1nnc(SCC(=O)c2ccc(Cl)cc2)o1 (stereo not given in full)	-3	-6	15	4	0.97	3	-9	0.85	-0.4
Cc1cc(C)c(N=C2C(=O)Nc3ccccc32)c(C)c1	-2	-5	11	6	0.94	6	-5	0.89	0.7
OCC(O)/C=N/Nc1nc2ccccc2s1 (stereo not given)	0	-4	3	1	1	0	4	0.97	-0.5

2 entries drawn at random from the list so far:
SMILES	A3A deaminase	APOBEC3G inh	hIAP block	MIN6 prolif	mIAP activ	mIAP block	ATG4B inh	hIAP act	MPTP inh
CC(C)c1cc(=O)n2c(nc3ccccc32)[nH]1	-7	-2	8	-1	1	-3	3	0.92	0.7
COc1ccc(N(C(=O)c2ccco2)C(C(=O)NC2CCCC2)c2ccc(N(C)C)cc2)cc1OC (stereo not given)	-7	-2	-11	-2	0.98	2	-13	1.1	-1.6

(listing goes on)
SMILES	A3A deaminase	APOBEC3G inh	hIAP block	MIN6 prolif	mIAP activ	mIAP block	ATG4B inh	hIAP act	MPTP inh
COc1ccc(N2C(=O)CSC23C(=O)Nc2ccccc23)cc1OC (stereo not given)	-2	0	-10	-2	1.1	-8	1	1.1	-0.1
CC[C@]12c3[nH]c4ccc(Cl)cc4c3CCN1C(=O)[C@@H](CC(=O)NC/C=C(\C)CCC=C(C)C)C[C@@H]2C(=O)N1CCN(C(=O)C2CC2)CC1	0	0	nt	nt	1	-1	-14	nt	-1.5
CC(Sc1nnc(C(F)(F)F)n1C)C(=O)Nc1ccc(S(N)(=O)=O)cc1 (stereo not given)	25	-6	-7	4	0.97	3	-6	1.1	0.3
Cc1ccc(NC(=O)N2CCc3ccccc32)cc1C	-5	-9	-25	-6	0.97	3	4	1.3	6.3
Cc1ccc(OCC(O)CN2C(=O)NC(C)(C)C2=O)c(C)c1 (stereo not given)	-3	-10	-3	1	1	-3	1	1	-1.2
Cc1ccc(NC(=O)CCc2nnc3ccc(NCc4ccco4)nn23)cc1	-2	-1	-15	0	0.86	14	5	1.1	-0.7
COc1cccc(NC(=S)N(CCc2ccc(OC)c(OC)c2)Cc2ccccn2)c1	1	-9	3	-1	1.1	-7	1	0.97	-0.4
COc1ccc(N2CCN(Cc3cc(=O)oc4cc(C)c(Cl)c(C)c34)CC2)cc1	0	-3	-15	-3	1.1	-7	1	1.1	1.8
COC(=O)c1c(-c2ccc(OC)cc2)sc2ccc(OC)cc12	1	-5	0	-6	1	-2	-15	1	0.8
O=C(NCc1nc2ccccc2[nH]1)C1=C[C@H](c2ccc3c(c2)OCO3)C[C@H](OCCCCO)O1	-3	-6	14	5	0.98	2	-17	0.86	3.3
CCCCC(C(=O)NC1CCCC1)N(Cc1ccccc1)C(=O)c1snc(C(N)=O)c1N (stereo not given)	1	0	-1	1	0.94	6	3	1	0.6
CCOC(=O)C1CCN(C(=O)CC(NS(=O)(=O)c2ccc(OC)cc2)C(C)C)CC1 (stereo not given)	-5	-5	-15	6.2*	1	0	-5	1.1	0.2
O=C(NNC(=O)c1cc2ccccc2o1)c1ccc(Cl)cc1	4	0	8	-1	1	-1	1	0.92	1.1
O=C(c1ccc(Br)cc1)N1CCN(c2ncccn2)CC1	-4	-5	-12	0	0.99	0	-5	1.1	0.5
FC(F)(F)c1ccc(Oc2ccc3cc(Br)ccc3c2)nc1	0	-5	-18	-3	1	-1	2	1.2	0.4
COc1ccc(C(=O)NC2CCN(C(=O)NC3CCCCC3)CC2)cc1	-7	-9	-7	-3	1.2	-17	-8	1.1	0.4
O=[N+]([O-])c1cc(/C=N/O)ccc1N1CCCC1	4	2	4	-3	1	0	-4	0.96	0.7
O=C(Nc1ccc(Cl)cc1)Nc1ccc(Cl)c(Cl)c1	-1	-11	-17	-7	3.3*	-227	-2	1.2	nt
O=C(NCc1n[nH]c(=S)n1-c1ccc([N+](=O)[O-])cc1)c1ccc(S(=O)(=O)N2CCOCC2)cc1	3	19	-18	2	1.1	-7	3	1.2	0.0
O=c1nc(-c2ccccc2)n(-c2ccccc2)[nH]1	2	-2	-4	0	0.98	2	-1	1	0.0

With a hit mark in mIAP activ, among the entries above:
| SMILES | A3A deaminase | APOBEC3G inh | hIAP block | mIAP activ | mIAP block | ATG4B inh | hIAP act | MPTP inh |
| --- | --- | --- | --- | --- | --- | --- | --- | --- |
| O=C(Nc1ccc(Cl)cc1)Nc1ccc(Cl)c(Cl)c1 | -1 | -11 | -17 | 3.3* | -227 | -2 | 1.2 | nt |

The results go on.
SMILES	A3A deaminase	APOBEC3G inh	hIAP block	MIN6 prolif	mIAP activ	mIAP block	ATG4B inh	hIAP act	MPTP inh
COCCNC(=O)CSc1nnc(-c2ccc(C)cc2)c(-c2ccc(C)cc2)n1	-9	16	2	1	1.1	-13	-2	0.98	4.4
CCN(CC(=O)Nc1ccc(NC(C)=O)cc1)C(=O)C1COc2ccccc2O1 (stereo not given)	4	-2	-16	-5	1.1	-8	-6	1.2	-0.2
COc1ccccc1/C=C/C(=O)NC(=S)N1CCOCC1	-3	-8	-2	4	1.1	-6	-8	1	-0.4
CSc1cccc(NC(=S)N(CCN(C)C)C(C)c2ccccn2)c1 (stereo not given)	-3	-9	-22	-1	1.1	-12	-2	1.2	0.4
CCn1c(C)cc(C)c(C#N)c1=O	-1	-4	12	4	1.1	-13	-22	0.88	-4.9
O=C(NC1CCCC1)C1CCN(C(=O)NCc2ccccc2)CC1	-1	-10	-22	-1	1.1	-5	2	1.2	0.0
CCn1ccnc1CN(C)Cc1c(C(=O)N2C[C@@H](C)O[C@@H](C)C2)nc2ccc(Cl)cn12	3	2	18	-4	1.1	-6	12	0.82	2.1
Cc1cc(C)n(CC(=O)NNC(=O)CCCOc2ccc(Cl)cc2C)n1	1	3	-56	1	1	-1	0	1.6	2.2
COc1ccccc1NC(=S)c1ccccc1	-3	-6	-2	-2	1	0	-13	1	-0.1
O=C(c1cc2ccccc2o1)n1nnc2ccccc21	3	-4	-16	-1	1	-4	7	1.2	-0.2
Cc1cc2oc(=O)cc(Cn3ccnc3)c2cc1Cl	-2	-5	9	-3	0.9	10	3	0.91	0.0
Cc1occc1C(=O)O/N=C(\N)c1ccccc1	-2	-5	6	-4	0.97	3	3	0.94	0.6
O=C(CN1CCN(S(=O)(=O)c2ccccc2)CC1)Nc1ccc(N2CCOCC2)cc1	-1	-2	3	0	0.99	1	-10	0.97	0.3
CN(C(=O)c1cc(Cl)c2c(c1)OCCO2)c1c(N)n(Cc2ccccc2)c(=O)[nH]c1=O	-1	-10	0	-3	0.9	10	0	1	-0.7
CC(C)C[C@]1(c2ccccc2)ON(c2ccccc2C(F)(F)F)C1=O	-4	-6	9	-7	1	-2	3	0.91	-1.6
COCCNCc1ccc(Cl)cc1Cl	3	0	-25	-3	0.91	9	-3	1.3	2.2
OCCNCCSc1nc(C2CCCCC2)n(-c2ccccc2Cl)n1	4	-6	-22	-2	1	-3	-6	1.2	1.1
Cc1ccc(C(=O)OCC(=O)Nc2ccc(Cl)cn2)cc1S(=O)(=O)N1CCOCC1	0	-8	6	1	0.93	7	2	0.94	-0.6
CSCC[C@H](NC(=O)[C@@H]1CSC2c3ccccc3C(=O)N21)C(=O)NC1CCCC1 (stereo not given in full)	-5	-4	-26	2	0.99	1	1	1.3	-2.4
Cc1ccccc1-c1nc(CS(=O)(=O)CC(=O)NCCN2CCOCC2)c(C)o1	-4	-1	11	-3	0.98	2	-9	0.89	-1.9
COC(=O)c1cccc(NC(=O)c2ccc3c(c2)C(=O)N(C(C)(C)C)C3=O)c1	-1	-4	26	1	0.93	7	-2	0.74	1.9
CC(C)OC(=O)CC1C(=O)NCCN1C(=S)NC(=O)c1ccc(F)cc1 (stereo not given)	0	-4	6	-2	1	-1	2	0.94	0.6
Cc1cc2c(c(=O)o1)C1(C(=O)N(C)c3ccccc31)C(C#N)=C(N)O2 (stereo not given)	-2	-1	-10	-2	1	-1	-9	1.1	0.2
CNC(=O)Nc1cccc(-c2cc(-c3c(Cl)cccc3Cl)no2)c1	-6	-8	-6	-1	1.9	-91	59*	1.1	43
COc1cccc(/C=C/C(=O)OCC(=O)NC(=O)NC2CCCCC2)c1	2	-6	-6	2	0.94	6	-1	1.1	-1.2
O=C(N=C1SC2CS(=O)(=O)CC2N1CCc1ccccc1)C1CC1 (stereo not given)	-3	-5	-13	1	0.97	3	-2	1.1	3.2
CCOc1ccc(N2C(=O)CS/C2=C(\C(Cl)=C(Cl)Cl)[N+](=O)[O-])cc1	0	0	33	-4	0.84	16	36	0.67	1.6
O=C(CCc1ccc(O)cc1)NNC(=S)NCCc1ccccc1	-6	-7	-2	0	0.95	5	-1	1	2.8
CNc1ccc(C(=O)N2CCN(S(=O)(=O)c3ccc4c(c3)OCCCO4)CC2)cc1[N+](=O)[O-]	-2	-8	16	1	0.9	10	-1	0.84	-2.5
O=C(COC(=O)c1ccccc1O)NNC(=O)c1ccc(Br)cc1	-3	-10	-5	0	0.88	12	-2	1.1	-0.3
Cc1cc(C)nc(-n2nc(C)cc2NC(=O)C(C)C)n1	-3	-8	4	1	1	0	-5	0.96	-2.4
COc1ccc(NC(=O)C2CCN(C(=O)c3ccco3)CC2)c(OC)c1	0	0	7	2	1.1	-11	6	0.93	0.9
O=C(COC(=O)CCNS(=O)(=O)c1ccccc1)NC1CC1	-3	-8	-16	0	0.97	3	-5	1.2	0.2
Cc1ccc(SCc2[nH]nc3c2C(c2cccnc2)C(C#N)=C(N)O3)cc1 (stereo not given)	2	1	3	-5	0.96	4	0	0.97	2.3
O=C(NN1C(=O)C2C3C=CC(C3)C2C1=O)c1ccccc1 (stereo not given)	0	-2	5	-1	0.97	3	0	0.95	1.4
CCc1ccc(NC(=O)CC2C(=O)N(c3cccc(C)c3)C(=O)N2C2CC2)cc1 (stereo not given)	-4	-5	5	-1	0.95	5	-21	0.95	-0.3
CCn1c(-c2cccn(Cc3ccccc3)c2=O)n[nH]c1=S	0	8	6	0	1.1	-5	1	0.94	-2.0
O=C1CN(S(=O)(=O)c2cc(C(F)(F)F)ccc2Cl)CCN1	4	1	0	1	1	-1	-5	1	0.4
CCN1C(=O)[C@H]2[C@@H](c3ccc(OC)cc3)N3C(=O)CN(CCOC)C(=O)[C@@]3(Cc3ccccc3)[C@H]2C1=O	2	-9	7	2	1	0	13	0.93	1.5
O=[N+]([O-])c1cc(Br)cc(C=Nc2ccc3c(c2)OCO3)c1O	8	4	34	-5	0.77	23	17	0.66	75*
O=C(OCC(=O)N1CCN(c2ccccc2)CC1)c1ccc(Cl)nc1	-1	-3	-1	2	1	0	-3	1	-1.6
COc1cc(OC)cc(-c2nnc(SCC(=O)Nc3cccc(C(=O)O)c3)s2)c1	-3	-1	2	7	0.92	8	-3	0.97	-0.6
COC(=O)c1sccc1NC(=S)Nc1cc(OC)ccc1OC	-4	-8	-7	-1	0.99	1	6	1.1	-1.0
